# Bioassay records as filed in PubChem.
# Polio RdRp inh – poliovirus RdRp elongation inhibitors, primary screen, biochemical, fluorescence polarization, total intensity. poliovirus polymerase elongation; stronger effect = lower value. % elongation, % (compound at 16.7 µg/mL). 0.66% of 150,000 active; in the data active = % elongation below about 90%; also: some results filed as inactive read as strong as hits
# Target sequence (P03300 1749-2209 limits assumed): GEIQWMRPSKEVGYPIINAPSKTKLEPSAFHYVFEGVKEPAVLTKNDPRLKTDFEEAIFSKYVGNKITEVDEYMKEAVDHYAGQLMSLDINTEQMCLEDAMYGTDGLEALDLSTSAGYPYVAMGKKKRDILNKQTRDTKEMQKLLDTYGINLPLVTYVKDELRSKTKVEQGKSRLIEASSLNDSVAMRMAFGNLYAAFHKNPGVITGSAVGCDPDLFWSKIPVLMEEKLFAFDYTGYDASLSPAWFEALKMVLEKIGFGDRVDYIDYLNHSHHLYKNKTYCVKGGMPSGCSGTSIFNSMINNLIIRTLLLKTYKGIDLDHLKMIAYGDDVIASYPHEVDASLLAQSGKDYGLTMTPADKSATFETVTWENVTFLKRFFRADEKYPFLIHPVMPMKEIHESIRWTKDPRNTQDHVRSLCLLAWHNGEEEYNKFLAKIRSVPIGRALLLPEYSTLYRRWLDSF
# Polio RdRp inh FP z-score – also measured in Polio RdRp inh; calls as there; z-score; measured here: FP z-score; hits read low
# Active calls of the source: *; & = joins results of further samples.
mol	Polio RdRp inh FP z-score	Polio RdRp inh
NC(=O)c1cc(NC(=O)CCS(=O)(=O)c2ccccc2Cl)cc(C(N)=O)c1	-0.4	97
CC(C)c1ccc(NC(=O)N2CCC(c3nc4ccccc4o3)CC2)cc1	-0.2	101
Cc1nn(-c2ccccc2)c(Cl)c1C(=O)NCCSCc1ccco1	-0.1	100
COC(=O)CN1C(=O)COc2cc(S(=O)(=O)NC3CCCC3)ccc21	-0.1	102
O=C(COC(=O)C1CC1)c1ccc(OC(F)F)cc1	0.5	104
Cc1nn(-c2ccccc2)c(Cl)c1C=C(C#N)C#N	-0.5	97
Nc1ccc(Sc2nc3ccccc3[nH]2)c(Cl)c1	4.2	113
O=C(COc1ccc2ccccc2c1CN1CCOCC1)N1CCc2ccccc21	-0.4	99
CC1CCCN(C2(O)C(=O)N(Cc3ccccc3)c3ccccc32)C1 (stereo unspecified)	0.7	102
Cc1ccc(C)c(N2CCN(c3cc(C)nn4cnnc34)CC2)c1	0.7	104
Cc1ccccc1NC1CC(C)N(C(=O)CN2C(=O)c3ccccc3C2=O)c2c(C)cccc21 (stereo unspecified)	0.4	103
CCN(CC)S(=O)(=O)c1ccc2c(c1)nc(CN(C)C(=O)c1cccc(Cl)c1)n2C	-1.1	101
O=C(O)c1ccc2nc(N3CCCCC3)sc2c1	-1.6	100
O=C(NC1CCCCC1)c1ccc(Cn2c(SCc3cccc(F)c3)nc3cccnc32)cc1	0	110
CC1=NOC(=O)/C1=C/c1ccc(-c2ccc(Cl)cc2)o1	-0.1	101
CCOc1ccc(CNC(=O)Cn2nc(C)c3sc4ccccc4c3c2=O)cc1	-0.1	107
Cc1nc(-c2ccc(CN)s2)cs1	-0.9	98
O=S(=O)(c1ccc(C(F)(F)F)cc1)n1nccc1-c1cc(-c2ccccc2)no1	-0.3	103
O=C1CC[C@@]2(O)[C@H]3Cc4ccc(O)c5c4C2(CCN3CC2CC2)[C@H]1O5	0.4	102
CCOC(=O)c1scc(-c2ccccc2)c1S(=O)(=O)Nc1ccccc1OC	0.7	108

# Following part:
mol	Polio RdRp inh FP z-score	Polio RdRp inh
CC(=O)c1ccc(NC(=O)Cn2c(=O)nc(-c3ccccc3)c3cc(Cl)ccc32)cc1	-0.4	103
COC(=O)C1=C(C)NC(C)=C(C(=O)OC)C1C(=O)OCC(=O)Nc1cccc2nsnc12	0.2	103
CN(C)c1ccc(C(=O)OCC(=O)Nc2ccc(F)cc2F)cc1	0	101
Cc1ccc(C)n1-c1c(C(=O)NCC(C)c2ccccc2)sc2ncccc12 (stereo unspecified)	-0.6	104
CCOC(=O)c1ccc2c(c1)ncn2/C=C\NC(=O)c1ccc(Cl)cc1	0	102
O=C(Cn1ncc2ccccc21)Nc1cc(-c2cccc(Cl)c2)no1	-0.4	102
Cc1cccc(N(CC(=O)Nc2ccccc2)S(C)(=O)=O)c1C	-0.2	101
COc1cccc(C2CC(=O)Nc3cc4c(cc32)OCCO4)c1OC (stereo unspecified)	-0.1	102
CS(=O)(=O)c1ccc(NC(=O)c2ccc(Br)o2)cc1	-0.3	107
O=C(O)CC1=C(c2ccc(F)cc2)CCC1=O	-0.2	100
CCOCCC(=O)Nc1ccc2c(c1)OCCO2	0.1	101
CC1=C(C(=O)Nc2cc(C)ccc2C)C(c2ccc(N(C)C)cc2)NC(=S)N1 (stereo unspecified)	-0.9	98
C[N+]1(C)C2CCC1CC(OC(=O)c1ccccc1)C2 (stereo unspecified)	1	105
COC(=O)c1c(Oc2ccc(OC)cc2)nnc(-c2ccccc2)c1-c1ccccc1	-1	102
CC1CCCN(C(=O)Cc2cccc3ccccc23)C1 (stereo unspecified)	-0.3	100
Cc1nn2c(nc1=O)NNC2(C)c1ccccc1 (stereo unspecified)	-0.2	101
COc1ccccc1CC(=O)Nc1ccc(-c2noc(COc3ccc(Cl)c(C)c3)n2)cc1	0.8	104
CC(=O)N1CCOc2ccc(S(=O)(=O)NCc3ccccc3)cc21	0	102
CSc1ncc(C(=O)N2CCN(c3ccccc3F)CC2)c(C)n1	0.8	104
O=C(O)CCN=C1NC(=O)CS1	0.1	102

# Compounds from the list above that have a thiophene ring, fused or not, in the order listed:
mol	Polio RdRp inh FP z-score	Polio RdRp inh
CCOc1ccc(CNC(=O)Cn2nc(C)c3sc4ccccc4c3c2=O)cc1	-0.1	107
Cc1nc(-c2ccc(CN)s2)cs1	-0.9	98
CCOC(=O)c1scc(-c2ccccc2)c1S(=O)(=O)Nc1ccccc1OC	0.7	108
Cc1ccc(C)n1-c1c(C(=O)NCC(C)c2ccccc2)sc2ncccc12 (stereo unspecified)	-0.6	104

# Next records.
mol	Polio RdRp inh FP z-score	Polio RdRp inh
O=C(c1ccc(Br)o1)N1CCN(c2ccccc2)CC1	0.1	102
CCCNS(=O)(=O)c1ccc(OCC(=O)NCc2ccccn2)cc1	0	101
Nn1cnnc1SCc1ccccc1	0.3	103
CCOC(=O)c1ccc(NC(=O)c2nc(S(=O)(=O)Cc3ccccc3)ncc2Cl)cc1	-0.7	103
CC(C)(C)C(=O)Nc1cccc(C(=O)OCc2cc(=O)n3nc(C4CC4)sc3n2)c1	0	106
Cc1c(C(=O)NC2CCCCC2)sc2nc(-c3ccc(F)cc3)cn12	0	101
CC1CCCC(NC(=O)CSC(=O)c2ccccc2)C1C (stereo unspecified)	-0.7	99
CCN(CC)c1c(C#N)c(SCC(=O)c2cccs2)cc2c1CCCC2	0.1	102
CNC(=O)c1ccc2c(c1)N=C(C)c1cc(C)ccc1S2	0.4	113
CNC(=O)c1ccc(N2C(=O)C3C4C=CC(C4)C3C2=O)cc1 (stereo unspecified)	0.6	104
Clc1ccc(-c2cn3cc(Cc4ccccc4)sc3n2)cc1	0.4	108
COc1ccc(NC(=O)CSc2nc(-c3ccccc3)cc(=O)[nH]2)cc1	0.7	105
CCOc1cc(/C=N/NC(=O)c2nnn(-c3nonc3N)c2C)ccc1OC(=O)N1CCOCC1	-0.2	101
CCCCC(=C1C(=O)CCCC1=O)N1CCCC1	-0.9	93
CCc1noc(C)c1C(=O)OCC(=O)c1ccc(Br)s1	1.4	115
CCN1CCN(Cc2c(O)ccc3oc(C)c(C(=O)Nc4ccc(OC)c(Cl)c4)c23)CC1	0.9	110
COc1ccc(N2CCN(c3nc(-c4ccccc4F)nc4ccccc34)CC2)cc1	0.6	108
O=C(O)c1cccc(S(=O)(=O)N2CCCCC2)c1	-0.2	99
CN(Cc1ccccc1)C(=O)Nc1cn(C)c(=O)c2ccccc12	-0.7	100
CC(C)(C)c1ccc(C(=O)N2CCCCC2CCN2CCCCC2)cc1 (stereo unspecified)	1.6	114

# Following part
mol	Polio RdRp inh FP z-score	Polio RdRp inh
CCOc1ccc(OCC)c(NC(=O)C(NS(=O)(=O)c2ccc(Br)s2)c2ccccc2)c1 (stereo unspecified)	0	109
CCc1cccc(CC)c1N(COC)C(=O)Cn1c(C)nc2ccccc21	-0.5	100
CCOC(=O)C1=C(C)NC(SCC(N)=O)=C(C#N)C1C1CC=CCC1 (stereo unspecified)	-0.3	97
Cc1c(-c2c(Cl)cccc2Cl)noc1C(=O)CN=S(C)(=O)c1ccc(C(F)(F)F)cn1 (stereo unspecified)	-0.1	103
CCOc1ccc(-c2nc(SCC(=O)NCCOC)c(-c3ccc(OC)c(OC)c3)[nH]2)cc1	-1	108
COc1cc2c(cc1OC)C(C)N(C(=O)/C=C/c1ccccc1)CC2 (stereo unspecified)	0.9	104
Cc1ccc2c(n1)sc1c(=O)n(-c3ccccc3)nnc12	-1.2	100
Cn1c(-c2ccccc2)c(/C=N/NC(=O)C2CC2)c2ccccc21	-0.3	101
O=C(O)CCC1NC(=O)NC1=O (stereo unspecified)	0	101
O=C(Cn1c(=O)n(-c2ccc(Cl)cc2)c(=O)c2oc3ccccc3c21)Nc1ccccc1	1.2	112
CC(C)OC(=O)C(C(=O)C(F)(F)F)c1cc(NS(=O)(=O)c2ccc3c4c(cccc24)C(=O)N3)ccc1O (stereo unspecified)	0.5	106
Nc1nn(-c2ccccc2)nc1NC=O	0.5	104
Cc1cc(N2CCOCC2)ccc1/C=C1\NC(=O)N(Cc2ccccc2F)C1=O	0.3	104
NS(=O)(=O)c1ccc(CCNc2cc(C(=O)N3CCOCC3)c3ccccc3n2)cc1	0.1	105
O=C(COc1ncnc2ccc(Br)cc12)NCCN1C(=O)CSC1=O	0.1	102
CC(=O)N1c2ccc(S(=O)(=O)N3CCCCCC3)cc2CC1C(=O)NCc1cccc(F)c1 (stereo unspecified)	-0.1	106
CCCOc1ccc(NC(=O)CC2SC(N)=NC2=O)cc1 (stereo unspecified)	0.3	104
O=c1cc(-c2ccccc2)nc(SCc2ccccn2)[nH]1	0.1	102
N#CCCN/N=C/c1ccncc1	-1.2	92
CC1CCCCN1C(=O)C1=CC(c2ccco2)=NS(=O)(=O)N1C (stereo unspecified)	-1.8	99

# 2 compounds drawn at random from those above:
mol	Polio RdRp inh FP z-score	Polio RdRp inh
CCCOc1ccc(NC(=O)CC2SC(N)=NC2=O)cc1 (stereo unspecified)	0.3	104
CCc1cccc(CC)c1N(COC)C(=O)Cn1c(C)nc2ccccc21	-0.5	100

# New compounds follow:
mol	Polio RdRp inh FP z-score	Polio RdRp inh
CSc1ncc(Cl)c(C(=O)Nc2ccc(C)cc2)n1	0.3	103
N#CC(C(=O)CC12CC3CC(CC(C3)C1)C2)c1nc2ccccc2[nH]1 (stereo unspecified)	0.7	108
CC(=O)N(Cc1ccc2c(c1)OCO2)C1CC(=O)N(c2ccccc2)C1=O (stereo unspecified)	0.2	100
Cc1cccc(NC(c2nnc(-c3ccccc3)o2)c2ccc(F)cc2Cl)c1C (stereo unspecified)	-0.3	105
Cn1c(SCc2ccccc2C#N)nnc1C(F)(F)F	-0.4	100
Cc1ccc(CNC(=O)Cn2c(=O)n(Cc3ccccc3)c(=O)c3c2c2cc(C)ccc2n3C)cc1	0.9	112
c1ccc(C(NCc2cccs2)c2ccccc2)cc1	-0.8	100
CCC1(C)NC(=O)N(/N=C/c2cc(C)n(CC(C)C)c2C)C1=O (stereo unspecified)	0.2	105
Cc1ccc(SCC(=O)NC2CCCCC2C)cc1 (stereo unspecified)	1.1	103
O=C(CC=Nc1ccccc1)c1ccccc1	0.4	103
O=C(NCc1ccc(-c2nc3ncccc3o2)cc1)c1ccc(Cl)cc1	-0.2	102
O=C1NC(=O)/C(=C\c2cn(Cc3ccccc3)nc2-c2cccnc2)S1	-0.1	102
NC(=O)c1sc2nc3c(cc2c1N)CCCCC3	-0.1	101
NC(=O)c1cc(NS(=O)(=O)/C=C/c2ccccc2)cc(C(N)=O)c1	-0.5	98
Cc1ccc(CNC(=O)CSc2cc(C)[nH]c(=O)n2)cc1	0.5	109
O=C(C1CN(CC(=O)N2CCNC2=O)c2ccccc2O1)N1CCOCC1 (stereo unspecified)	0.1	103
Cc1[nH]n(-c2cccc(Cl)c2)c(=O)c1C=NC1CCS(=O)(=O)C1 (stereo unspecified)	-0.7	98
CC(C)CN(CC(C)C)C(=O)NCc1noc2ccccc12	0.4	102
O=C(NC1CCCC1)c1ccc2c(c1)N(Cc1ccc(C(F)(F)F)cc1)C(=O)c1ccccc1S2	0.4	110
COc1ccc(C2C(C(=O)N3CCCC3)c3cc(OC)c(OC)cc3C(=O)N2C)cc1 (stereo unspecified)	-0.1	103

# Remaining list, next part:
mol	Polio RdRp inh FP z-score	Polio RdRp inh
O=C(NCCN1CCN(c2nccc(C(F)(F)F)n2)CC1)c1cccs1	0.5	105
OC1CCCN(CC(O)c2ccccc2)C1 (stereo unspecified)	0	104
O=C(Cn1cc(S(=O)(=O)Cc2ccccc2Cl)c2ccccc21)Nc1ccc(F)cc1F	0.4	108
O=C(O)/C=C/c1ccc(SC(F)F)cc1	-0.5	95
Cn1c(NCCCO)nc2c1c(=O)n(Cc1cccc(F)c1)c(=O)n2C	0.3	107
N=c1c(C(N)=O)cc2c(=O)n3ccccc3nc2n1C1CCCC1	-0.6	100
CCOC(=O)c1ccc(-c2ccc(C=C3C(=O)NC(=O)NC3=O)o2)cc1	-1.5	97
Cc1cc(NC(=O)NCCNc2ncccc2C(F)(F)F)c(C(F)(F)F)o1	-0.6	100
Cc1nc2cc(C(=O)O)ccc2n1-c1ccc(C(C)C)cc1	0	104
O=C(COc1ccccc1)N(Cc1cccnc1)c1nc2ccc(Cl)cc2s1	0	107
Cc1ccc(OCC(=O)Nc2ccccc2OC(F)F)c(C)c1	0	102
CCCCC/C=C\CC1OC1C/C=C\C/C=C\CCCC(=O)O (stereo unspecified)	-0.5&-0.2	100&99
CCCCOc1ccc(C(=O)O/N=C(\C)c2ccco2)cc1	-0.2	100
COc1ccc(-c2noc(COc3cc(C)ccc3C)n2)cc1OC	-1.2	101
CCn1nc(C)c(NC(=O)CCSc2nc(-c3ccco3)cc(C(F)(F)F)n2)c1C	0.1	102
O=c1[nH]c2ccccc2nc1-c1c[nH]n(-c2ccccc2)c1=O	-0.5	99
COc1ccccc1NC(=O)c1nc(SCc2ccc(F)cc2)ncc1Cl	-0.5	104
Cc1c(C#N)c(NC(=O)CSc2nnc(-c3ccccc3)n2-c2ccc(Cl)cc2)n(CC2CCCO2)c1C (stereo unspecified)	-0.2	101
COc1cccc(NC(=O)CSC2=Nc3ccccc3C3=NC(CC(=O)NCc4ccc5c(c4)OCO5)C(=O)N23)c1 (stereo unspecified)	0.8	109
Cc1cccc2cc(C#N)c(SCC(=O)NCC3CCCO3)nc12 (stereo unspecified)	-0.6	100
CC1CCc2c(sc3nc(Cc4nc5ccccc5n4C)[nH]c(=O)c23)C1 (stereo unspecified)	2.4	114

# A few values from the list:
# Polio RdRp inh FP z-score, CC1CCc2c(sc3nc(Cc4nc5ccccc5n4C)[nH]c(=O)c23)C1 (stereo unspecified) stands at 2.4
# Polio RdRp inh, COc1ccccc1NC(=O)c1nc(SCc2ccc(F)cc2)ncc1Cl stands at 104
# Polio RdRp inh FP z-score, CCCCOc1ccc(C(=O)O/N=C(\C)c2ccco2)cc1 stands at -0.2

# Not all compounds are listed; count on the stated rates, not on these rows.
